NRP1-CendR mod = modulators of CendR peptide binding to human neuropilin-1; FAM-RPARPAR peptide binding to NRP-1, fluorescence polarization; inhibition, % at 25 µM; 0.85% of 360,000 active;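 active means inhibition or corrected inhibition above about 18%, plus a signal ratio from 0.5 to 1.5, limit read from the data, passing the limit was not always enough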; further: strong numbers were not always called active
SKN-1 inh = C. elegans SKN-1 inhibition | C. elegans VP596 Pgst-4::GFP/RFP ratio, acrylamide-induced, 24 h | inhibition, % at 21.8 µM | 0.49% of 360,000 active | AID 624304;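 active means interference check ratio from 0.5 to 1.5 plus GFP to RFP signal ratio inhibition reaching or exceeding a fixed threshold, cut at about 30% in these data, passing the limit was not always enough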; further: some compounds called inactive have numbers as strong as hits
E coli Lon inh = inhibitors of E. coli Lon protease | P0A9M0 | purified E. coli Lon protease, fluorescence polarization | inhibition, % at 7.94 µM | 0.42% of 360,000 active | AID 602123; in the data active means inhibition above about 13%, passing the limit was not always enough;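 further: 0% = enzyme with probe and DMSO and 100% = no enzyme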
TbMetRS inhib = Trypanosoma brucei MetRS inhibition; inhibition, % at 11.9 µM; 0.4% of 360,000 active; purified T. brucei MetRS, ATP depletion, Kinase-Glo luminescence; AID 624268;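 active means inhibition above a per-plate cutoff of the control wells' mean inhibition plus 3 SD, cut at about 5.5% in these data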;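 further: 0% = DMSO wells median and 100% = median of wells with control inhibitor compound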
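Test system – parasite MetRS enzyme · Reagent – substrates ATP, L-methionine and bulk Escherichia coli tRNA · Doses – 11.9 µM compound single dose, 0.9% DMSO · Times – 15 min enzyme-compound preincubation, 2 h reaction, 10 min detection, 25 °C · Signal – Kinase-Glo luminescence, ATP depletion format · Controls – DMSO-only wells as low control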
MsrA act = activators of bovine methionine sulfoxide reductase A | activation, % at 10.6 µM | 0.3% of 360,000 active | purified bovine MsrA, absorbance read-out; in the data active means activation above about 7.5%;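 further: 0% = vehicle and 100% = reference activator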
FAS-TE inh = blocks the thioesterase domain of human fatty acid synthase. P49327. recombinant FAS-TE, OMFH fluorogenic substrate, fluorescence endpoint. inhibition, % at 15 µM. 0.67% of 360,000 active. AID 602261;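 active means compounds whose normalised, plate-corrected inhibition of enzyme fluorescence in the single-dose primary screen is 50% or more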;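 further: 0% = DMSO with enzyme and 100% = substrate without enzyme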
Target sequence (P49327 whole entry, looked up, the tested form may be a part): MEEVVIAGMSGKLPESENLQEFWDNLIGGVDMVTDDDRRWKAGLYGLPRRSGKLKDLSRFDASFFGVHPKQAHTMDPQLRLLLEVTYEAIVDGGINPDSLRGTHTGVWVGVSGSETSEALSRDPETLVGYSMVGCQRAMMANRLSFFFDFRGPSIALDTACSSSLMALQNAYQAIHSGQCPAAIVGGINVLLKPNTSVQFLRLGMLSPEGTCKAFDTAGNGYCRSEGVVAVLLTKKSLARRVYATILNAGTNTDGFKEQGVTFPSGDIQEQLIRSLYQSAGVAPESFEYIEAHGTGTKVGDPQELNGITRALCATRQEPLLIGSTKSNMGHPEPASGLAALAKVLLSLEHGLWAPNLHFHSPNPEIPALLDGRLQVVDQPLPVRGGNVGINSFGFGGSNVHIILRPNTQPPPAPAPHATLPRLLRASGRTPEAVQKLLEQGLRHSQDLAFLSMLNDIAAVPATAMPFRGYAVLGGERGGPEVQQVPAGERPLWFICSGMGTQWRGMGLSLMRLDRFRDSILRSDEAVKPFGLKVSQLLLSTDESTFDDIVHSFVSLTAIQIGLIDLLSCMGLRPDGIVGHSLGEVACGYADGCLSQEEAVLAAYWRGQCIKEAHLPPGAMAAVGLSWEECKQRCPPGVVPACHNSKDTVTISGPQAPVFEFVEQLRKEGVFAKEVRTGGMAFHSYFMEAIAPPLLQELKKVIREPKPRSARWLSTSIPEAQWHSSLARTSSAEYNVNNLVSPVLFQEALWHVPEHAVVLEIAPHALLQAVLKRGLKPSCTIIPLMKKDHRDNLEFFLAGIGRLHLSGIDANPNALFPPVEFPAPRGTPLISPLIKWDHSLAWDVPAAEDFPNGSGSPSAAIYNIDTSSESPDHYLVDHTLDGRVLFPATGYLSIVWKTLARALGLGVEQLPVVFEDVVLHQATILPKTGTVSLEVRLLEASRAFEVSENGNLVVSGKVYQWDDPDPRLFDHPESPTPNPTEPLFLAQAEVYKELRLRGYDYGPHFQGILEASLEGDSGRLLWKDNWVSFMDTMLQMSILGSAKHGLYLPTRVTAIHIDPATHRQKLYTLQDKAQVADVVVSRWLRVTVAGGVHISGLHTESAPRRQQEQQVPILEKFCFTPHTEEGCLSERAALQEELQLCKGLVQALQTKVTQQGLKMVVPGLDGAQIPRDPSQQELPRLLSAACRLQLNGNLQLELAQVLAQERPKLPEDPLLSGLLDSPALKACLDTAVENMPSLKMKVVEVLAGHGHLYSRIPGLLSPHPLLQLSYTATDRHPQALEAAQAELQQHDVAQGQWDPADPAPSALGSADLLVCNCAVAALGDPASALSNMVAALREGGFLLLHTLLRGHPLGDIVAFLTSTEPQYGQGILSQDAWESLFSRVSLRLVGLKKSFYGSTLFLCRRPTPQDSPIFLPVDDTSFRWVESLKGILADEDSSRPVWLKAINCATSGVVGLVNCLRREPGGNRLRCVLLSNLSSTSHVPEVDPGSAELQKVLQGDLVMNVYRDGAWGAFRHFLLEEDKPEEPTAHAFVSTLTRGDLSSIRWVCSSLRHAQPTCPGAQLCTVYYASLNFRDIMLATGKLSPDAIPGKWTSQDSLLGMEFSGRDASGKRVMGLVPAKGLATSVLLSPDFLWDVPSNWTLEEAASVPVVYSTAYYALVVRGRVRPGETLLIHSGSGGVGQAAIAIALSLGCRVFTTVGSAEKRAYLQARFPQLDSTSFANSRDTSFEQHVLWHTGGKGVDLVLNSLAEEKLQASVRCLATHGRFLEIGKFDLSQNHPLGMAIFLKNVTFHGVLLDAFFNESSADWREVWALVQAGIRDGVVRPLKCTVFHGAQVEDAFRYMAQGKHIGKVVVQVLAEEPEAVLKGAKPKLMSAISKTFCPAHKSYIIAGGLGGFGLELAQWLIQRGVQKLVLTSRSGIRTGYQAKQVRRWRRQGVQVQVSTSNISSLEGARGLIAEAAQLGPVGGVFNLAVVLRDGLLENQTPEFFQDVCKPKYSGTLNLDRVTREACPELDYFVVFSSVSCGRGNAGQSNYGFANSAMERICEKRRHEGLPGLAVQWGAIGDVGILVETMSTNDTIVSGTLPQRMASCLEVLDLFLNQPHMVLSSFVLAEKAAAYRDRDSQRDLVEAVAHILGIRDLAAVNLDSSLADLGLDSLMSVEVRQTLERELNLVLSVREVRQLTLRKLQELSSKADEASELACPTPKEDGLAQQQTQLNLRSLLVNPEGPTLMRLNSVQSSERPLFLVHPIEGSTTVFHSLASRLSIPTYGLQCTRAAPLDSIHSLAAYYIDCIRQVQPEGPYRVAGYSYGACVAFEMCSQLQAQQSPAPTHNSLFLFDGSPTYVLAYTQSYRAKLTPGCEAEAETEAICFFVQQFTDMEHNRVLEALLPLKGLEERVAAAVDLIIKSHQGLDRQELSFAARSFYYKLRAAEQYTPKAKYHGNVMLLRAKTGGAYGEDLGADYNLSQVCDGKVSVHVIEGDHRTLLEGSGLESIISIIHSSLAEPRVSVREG
PABP1 MLLE inh = inhibitors of microRNA-mediated deadenylation, human PABP1 MLLE binding; P11940; GST-MLLE / FITC-PAM2 fluorescence polarization; inhibition, % at 20 µM; 0.36% of 360,000 active; AID 588489; in the data active means inhibition above about 35%, passing the limit was not always enough;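 further: plate controls were DMSO wells with GST-MLLE for no effect and wells lacking GST-MLLE protein for full effect; some results filed as inactive read as strong as hits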
MsrA inhibitor = inhibits bovine methionine sulfoxide reductase A. 0.75% of 360,000 active. AID 651718. inhibition, % at 15.5 µM. purified bovine MsrA, absorbance read-out; in the data active means inhibition above about 4.5%;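 further: 0% = vehicle wells with enzyme and 100% = reference inhibitor wells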
MT1-MMP act inh = inhibitors of human MT1-MMP activation; P50281; HT1080 RFP-PRO-GFP cells, GFP/RFP ratio fluorescence, overnight; percent of plate control window, DMSO zero; GFP/RFP ratio change, % at 20 µM; AID 651647; 0.061% of 360,000 active;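 active means GFP/RFP ratio change of at least 30% with cell ATP level not reduced by more than half and red fluorescence within 50% of control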; further: strong numbers were not always called active
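Assay system – RFP-PRO-GFP reporter HT1080 cells · Compound dosing – single dose of 20 µM compound, 1% DMSO final · Incubation – overnight compound exposure at 37 °C · Measure – GFP/RFP fluorescence ratio · Benchmarks – DMSO wells and RFP-L50D-GFP cells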
* marks the source's active call; other numbers are inactive results; . = not tested or not shown. Hits appear at their usual frequency; 4% or so of the library scored in one or more.

The line under a structure holds: NRP1-CendR mod, SKN-1 inh, E coli Lon inh, TbMetRS inhib, MsrA act, FAS-TE inh, PABP1 MLLE inh, MsrA inhibitor, MT1-MMP act inh
> CCn1cc(C(=O)O)c(=O)c2cc(F)c(N3CCN(C(=S)NC(=O)c4ccccc4Cl)CC3)cc21
  -19, 7, -15, -0.3, -4, -4, -40, 0.6, 3
> Cc1cc(C)c(NC(=O)CO/N=C2\CCCc3nonc32)c(C)c1
  -8, 0, -30, 0.1, -2, -9, 0, -0.4, -3
> CCCCCCCNC(=O)C1(CC2CC(c3cccc(Br)c3)=NO2)CCN(C(=O)CCCCCBr)CC1 (centres undefined)
  14, -14, 3, -0.3, -13, 42, 5, -0.5, .
> CC(=O)c1ccc(OCc2ccc(Oc3c(Cl)cccc3[N+](=O)[O-])cc2)cc1
  7, 8, -12, -0.5, -7, 45, -4, 1.1, -1
> CCN(C(=O)COC(=O)c1cnc(C)cn1)C1CCCCC1
  14, -9, 5, -0.6, 1, -9, -4, -0.1, 11
> Cc1ccc2[nH]c(=O)c(CN(Cc3cccnc3)Cc3nnnn3CC3CCCO3)cc2c1 (centres undefined)
  -8, -3, 2, 2.6, -5, -5, -1, 2.5, -1
> O=C(CSc1n[nH]c(=O)[nH]c1=O)c1ccc(Cl)cc1Cl
  1, 7, -1, -0.4, -4, -2, 5, 0.0, 3
> CNS(=O)(=O)c1ccc(N=Cc2c(C)[nH]n(-c3ccc(C)cc3C)c2=O)cc1
  -3, -7, -7, 0.1, 0, -6, 12, 2.9, 1
> N#Cc1ccccc1S(=O)(=O)N1CCN(C(=O)CN2CCCC2c2cccs2)CC1 (centres undefined)
  -2, -8, -1, -0.2, -3, 4, -33, 0.6, -2
> CCc1c(C)c2c(C)nn(-c3ccccc3)c2oc1=O
  0, 0, 5, -0.6, -3, 10, 1, 0.4, 6
> CSc1sc(C)cc1/C=N/O
  0, 8, 1, -0.2, -1, -9, 6, -1.9, -3
> CCCCN(Cc1ccccc1)C(=O)c1cnc2n(c1=O)CCS2
  -11, 0, -13, 0.3, -3, -7, 10, -0.2, 9
> COc1ccc(CNCC(C)NCc2ccc(OC)c(OC)c2)cc1OC (centres undefined)
  -4, 12, 2, -0.9, -3, -2, -6, -0.6, 5
> CN(C)S(=O)(=O)c1cccc(-c2csc(=Nc3ccccc3)n2CCCN2CCOCC2)c1
  20, -4, 1, -0.7, -4, 2, -6, -0.7, -1
> Cc1ccc(NC(=O)COC(=O)C2CC2)cc1S(=O)(=O)N1CCOCC1
  3, -1, -3, -0.2, 0, -5, -26, 0.5, -3
> COc1cccc(-c2cc(-c3cccnc3)nc(N)c2C#N)c1
  -9, 3, 6, -0.4, -6, -3, -15, 2.8, 2
> O=C(c1sc2cccc(Cl)c2c1Cl)N1CCN(CCc2ccccn2)CC1
  10, -2, 0, -0.2, -5, 11, -2, 0.6, 3
> O=C(Nc1cccc(C(=O)O)c1)/C(=C\c1ccccc1)NC(=O)c1ccccc1
  4, -2, -3, 0.6, -5, -4, 20, 2.9, 0
> CCNC1CCC(Nc2ccnc3cc(Cl)ccc23)CC1 (centres undefined)
  3, 14, -2, -0.4, -7, -9, 17, 2.5, -5
> O=C(CCC1CCCN(Cc2ccc3c(c2)OCCO3)C1)NCc1ccc(F)c(F)c1 (centres undefined)
  -1, -7, 2, -0.4, -6, -6, -9, -1.2, 2

The results go on.
The line under a structure holds: NRP1-CendR mod, SKN-1 inh, E coli Lon inh, TbMetRS inhib, MsrA act, FAS-TE inh, PABP1 MLLE inh, MsrA inhibitor, MT1-MMP act inh
> CCc1ccccc1NC(=O)C1CCCN(S(=O)(=O)c2ccc3c(c2)CC(C)N3C(C)=O)C1 (centres undefined)
  4, 2, -1, -0.8, -5, 3, 8, -0.1, 5
> CCOc1cc(/C=N/Nc2nc(-c3cccs3)c(NC(C)=O)s2)ccc1O
  -27, -15, -1, -0.5, -9, 3, -35, 3.0, -3
> Cc1ccc2c(cnn2C(=O)CCCC(=O)NCc2ccc(Cl)cc2)c1
  -5, -21, 1, 0.2, -9, 4, -2, 0.1, 4
> CC(=O)N1CCN(Cc2cc(=O)oc3cc(C)cc(C)c23)CC1
  4, 11, -4, -1.5, -12, -2, -4, 1.6, 0
> NC(=S)NN=C1CCCC(C(F)(F)F)C1 (centres undefined)
  -14, 4, -5, 0.3, 0, -4, -13, -0.1, 1
> O=Cc1ccc2ccc3cccnc3c2n1
  2, 11, 7, -1.4, 1, -6, -3, 0.1, 8
> O=C(NCc1ccc(F)cc1)c1cc(C2CCCCN2S(=O)(=O)c2cccc3cccnc23)on1 (centres undefined)
  -19, 7, -4, 0.1, -3, 8, -8, 1.7, 2
> O=C(Nc1ccc(SC(F)F)cc1)c1ccc2c(=O)n3c(nc2c1)CCC3
  10, 5, 6, -0.4, 0, 5, -1, -0.7, 10
> CN(Cc1ccccn1)C(=O)C1CCC(=O)N(CCc2ccc(Cl)cc2)C1 (centres undefined)
  7, 11, 3, -0.1, 0, -8, 7, -0.1, 2
> COc1ccccc1Nc1nc(NCCCCO)nc(N2CCCC2)n1
  2, 2, -1, -0.2, 0, -7, 14, -0.1, 7
> O=S(=O)(Nc1ccc(S(=O)(=O)Nc2cccc3ccccc23)cc1)c1ccccc1
  -14, 16, -1, -0.3, -2, 2, -9, 1.0, -4
> C[C@H](CO)N1C[C@H](C)[C@@H](CN(C)S(=O)(=O)c2ccc(F)cc2)Oc2ccc(NC(=O)Nc3ccc4c(c3)OCO4)cc2C1=O
  -16, 10, -3, 0.8, 1, 10, 3, -0.6, 1
> O=C(Nc1ncc2c(n1)-c1ccccc1CC2)c1ccc(Cl)cc1
  -2, -6, -7, -0.1, -4, 14, 10, -0.3, -3
> CCn1c(C)nc2cc(C(=O)NNC(=S)Nc3ccc(Cl)cc3)ccc21
  4, 2, 8, -0.8, -2, 1, 29, 0.6, 10
> CCCCN(C(=O)CCNC(=O)NC12CC3CC(CC(C3)C1)C2)c1c(N)n(CCC)c(=O)[nH]c1=O
  -3, 12, 2, -0.6, -2, -2, 0, 0.4, -4
> CCCN(CCC)CC(O)Cn1cc(/C=C/C(=O)c2cccs2)c2ccccc21 (centres undefined)
  -118, 1, -216, 0.2, -2, -15, -91, 1.0, -41
> Cc1sc2ccccc2c1CNC[C@H]1O[C@@H](n2cnc3c(N)ncnc32)[C@H](O)[C@@H]1O
  2, 20, -2, 0.0, -2, -4, 9, 0.7, -1
> Cc1ccc(NC(=O)c2c3c(nc4ccccc24)CCC3)cc1S(=O)(=O)N(C)C
  -7, 2, 4, -0.2, -3, 3, -19, 1.6, 0
> COc1ccc(/C=N/NC(=O)c2cccnc2)cc1CN1CCOCC1
  4, -6, -12, 0.7, -3, -4, -3, 2.5, -4
> CC(C)N(C(=S)Nc1cccc(S(=O)(=O)N(C)C)c1)c1ccccc1
  -1, 1, 0, -1.9, -11, -1, 16, 0.8, -6

(next part)
The line under a structure holds: NRP1-CendR mod, SKN-1 inh, E coli Lon inh, TbMetRS inhib, MsrA act, FAS-TE inh, PABP1 MLLE inh, MsrA inhibitor, MT1-MMP act inh
> CC1(C(=O)NC2CCCCCCC2)CCC(=O)N1Cc1cccs1 (centres undefined)
  0, 15, -1, -0.7, -7, -7, -1, 0.4, 8
> CCc1cc2c(NCc3ccco3)ncnc2s1
  0, -8, -6, -0.9, -11, -1, -13, -0.3, 34*
> COc1cc(OC)cc(C(=O)OCC(=O)Nc2cccc(C(C)=O)c2)c1
  1, -28, 4, -0.7, 0, 1, 18, 1.3, 2
> Cc1ccc2nc(SCC(=O)Nc3nonc3C)[nH]c2c1
  6, 20, 5, 2.2, 0, 1, -1, -1.2, 3
> O=C(CCS(=O)(=O)c1ccc(F)cc1)Nc1ccc(N2CCN(Cc3ccccc3)CC2)cc1
  8, -12, -4, 0.0, -2, -2, 10, 0.0, 7
> O=C(CSc1nnc(-c2cccnc2)n1CCc1ccccc1)NCc1ccccc1
  9, -7, -11, -0.2, 0, -1, -2, -1.1, 5
> O=[N+]([O-])c1ccc(NCc2ccc(Cl)cc2)nc1
  -6, 43*, -2, -0.5, -4, 34, 15, 1.6, 4
> COc1ccc(Cn2c(-c3ccc(C)cc3)c[n+]3ccccc23)cc1
  -10, 3, -3, -0.6, -6, -6, 8, -1.2, -13
> Cc1ccc(-n2ncc(C#N)c2/N=C/N2CCN(C)CC2)cc1
  -3, -5, 1, -0.2, -2, -4, -9, -1.1, 2
> CC(C)COc1ccc(CNC(=S)NCc2ccccc2)cc1
  6, 6, 7, -1.4, -5, 16, -60, 0.2, 4
> COCCN(C(=O)COC(=O)CCOc1ccccc1C)c1c(N)n(Cc2ccccc2)c(=O)[nH]c1=O
  -4, -2, -1, 0.1, -1, -7, -11, 0.8, 0
> Cc1cc(C)n2nc(C(=O)OCCOc3ccc(Br)cc3)nc2n1
  10, 4, -4, 0.1, 1, 2, 4, 1.2, 14
> CC1=CCC[C@@H]2[C@]3(CC/C(=C/CO)CO)CO[C@@]2(C1)[C@@H](O)C[C@H]3C
  -10, 12, 2, 0.0, -6, 0, 6, 0.8, -4
> CC(C)CCNC(=O)C(c1ccco1)N(Cc1ccccc1)C(=O)c1snc(C(N)=O)c1N (centres undefined)
  0, 15, -11, 0.4, -2, 12, -2, 1.9, -5
> CC(/C=N/N1CCN(c2ccc(C)cc2)CC1)=C\c1ccccc1
  4, 0, -4, -0.5, 2, -4, 30, -0.5, -1
> COc1ccc(CNC(=O)CSc2cc(=O)n(C)c3ccccc23)cc1
  8, 5, -4, -0.3, -6, 9, -1, 0.6, -1
> O=C(O)C1Sc2[nH]c(=O)sc2C2c3ccc(O)cc3OC(=O)C12 (centres undefined)
  -55, 14, -28, 0.9, -10, -6, 17, 0.0, -29
> CCCCNC(=O)C1(C)CCN1Cc1ccc(C(=O)OCC)cc1 (centres undefined)
  -4, -8, 25, -0.2, -8, -7, 15, -0.2, -3
> COc1ccc2[nH]c3c(c2c1)CCN1C(=O)C(CC(=O)NCCCN(C)C)C[C@H](C(=O)N2CCCCC2)[C@@]31C (some centres undefined)
  -11, -2, -7, -0.3, -4, -7, 5, -0.8, 5
> O=C1Nc2ccccc2/C1=C/c1ccnc2ccccc12
  0, -7, -6, -0.6, -3, 3, 15, 0.8, -10

Source: PubChem (several laboratories)
